Compound activity: PubChem, The Scripps Research Institute Molecular Screening Center
HGIII-sPLA2 inh – Blocks human group III sPLA2 activity. QFRET BODIPY PC-A2 liposome hydrolysis, fluorescence. inhibition, % at 12.2 µM. 370,000 tested, 0.56% active;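 active = inhibition above mean plus 3 SD of compounds lying within the high and low control bounds, cut at about 19% in these data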;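 note: 0% = median of test compound wells and 100% = no enzyme DMSO wells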
Target sequence (Q9NZ20 whole entry, looked up): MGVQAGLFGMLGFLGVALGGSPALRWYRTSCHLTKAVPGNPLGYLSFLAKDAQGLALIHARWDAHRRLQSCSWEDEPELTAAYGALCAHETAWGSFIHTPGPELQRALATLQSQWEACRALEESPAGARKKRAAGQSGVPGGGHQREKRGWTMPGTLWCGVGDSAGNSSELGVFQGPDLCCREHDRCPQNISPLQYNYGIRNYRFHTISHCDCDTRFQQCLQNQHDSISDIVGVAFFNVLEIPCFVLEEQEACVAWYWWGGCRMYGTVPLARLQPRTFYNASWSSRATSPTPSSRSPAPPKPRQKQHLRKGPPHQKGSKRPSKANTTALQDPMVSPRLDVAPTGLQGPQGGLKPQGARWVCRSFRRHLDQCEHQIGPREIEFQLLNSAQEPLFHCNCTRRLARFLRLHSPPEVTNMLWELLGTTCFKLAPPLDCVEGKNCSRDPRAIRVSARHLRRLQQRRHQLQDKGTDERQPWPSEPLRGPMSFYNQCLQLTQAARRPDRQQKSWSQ
DAX1 inh-1 – DAX1 (NR0B1) inhibition, primary screen. 370,000 tested, 1.1% active. HEK293T StAR-luciferase reporter, SF-1/DAX-1 repression relief. inhibition, % at 6.8 µM. AID 652010;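 active = inhibition above the mean over all tested compounds plus 3 SD, cut at about 3.6% in these data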;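 note: 0% = DAX-1 cells with DMSO and 100% = cells lacking DAX-1 with DMSO; higher inhibition means more luminescence from relief of DAX-1 repression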
FXN GAA850 act – increases GAA850 frataxin promoter reporter activity; HEK293 lucGAA850 FXN promoter luciferase reporter, 24 h; percent of 10 µM SAHA response; activation, % at 6 µM; 360,000 tested, 0.56% active;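 active = activation above the average of all compounds screened plus 3 SD, cutoff fixed separately per campaign, cut at about 7.5% in these data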;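 note: 0% = DMSO wells and 100% = 10 µM SAHA wells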
PLC-beta3 inh – PLC-beta3 (human) inhibition, primary screen; Q01970; Purified PLC-beta3, fluorogenic substrate, fluorescence; inhibition, % at 12.2 µM; 370,000 tested, 0.18% active; AID 720704; in the data active = inhibition above about 11%;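 note: 0% = median of compound wells on plate and 100% = full blocker control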
hcDAF-12 act – H. contortus DAF-12 activation, primary screen; activation, % at 6.8 µM; AID 652067; HEK293 hcDAF-12 lit1-tk-luc reporter, luminescence; 0% DMSO, 100% Δ7-dafachronic acid; 370,000 tested, 1.4% active;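 active = activation above the mean of all tested compounds plus 3 SD, cut at about 5.5% in these data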;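 note: 100% = response to 3 µM Δ7-dafachronic acid high control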
DAX1 inh-2 – NR0B1 (DAX1) inhibition | P51843 | 340,000 tested, 0.99% active | inhibition, % at 6.75 µM | HEK293 Gal4-DAX1 luciferase reporter, luminescence | AID 504766;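 active = inhibition above the mean over all tested compounds plus 3 SD, cut at about 4.2% in these data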;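 note: 0% = DAX1-transfected cells with DMSO and 100% = empty-vector control cells with DMSO; inhibition shows as a rise in luminescence from relieved DAX1 repression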
ssDAF12 agonist – activators of S. stercoralis DAF-12 nuclear receptor | 370,000 tested, 1% active | HEK293 ssDAF-12/GRIP1 lit1-tk-luc reporter, luminescence; % of 3 µM dafachronic acid response | activation, % at 6.8 µM | AID 652126;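 active = activation above the mean over all tested compounds plus 3 SD, cut at about 0.9% in these data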;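 note: 0% = DMSO-only wells and 100% = 3 µM delta7-dafachronic acid wells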
PLC-gamma1 inh – inhibitors of human phospholipase C gamma1; P19174; purified PLC-gamma1, fluorogenic substrate, fluorescence; inhibition, % at 12.2 µM; 370,000 tested, 0.84% active; in the data active = inhibition above about 9.5%
ADAM17 inh – inhibits human ADAM17. P78536. recombinant ADAM17, EDANS/DABCYL FRET peptide cleavage. inhibition, % at 6.95 µM. 370,000 tested, 0.83% active. AID 720648;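 active = inhibition above the mean of compounds lying between control limits plus 3 SD, set per campaign, cut at about 8.5% in these data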;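 note: 0% = DMSO-only wells as the low control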
Target sequence (P78536 215-824 limits assumed): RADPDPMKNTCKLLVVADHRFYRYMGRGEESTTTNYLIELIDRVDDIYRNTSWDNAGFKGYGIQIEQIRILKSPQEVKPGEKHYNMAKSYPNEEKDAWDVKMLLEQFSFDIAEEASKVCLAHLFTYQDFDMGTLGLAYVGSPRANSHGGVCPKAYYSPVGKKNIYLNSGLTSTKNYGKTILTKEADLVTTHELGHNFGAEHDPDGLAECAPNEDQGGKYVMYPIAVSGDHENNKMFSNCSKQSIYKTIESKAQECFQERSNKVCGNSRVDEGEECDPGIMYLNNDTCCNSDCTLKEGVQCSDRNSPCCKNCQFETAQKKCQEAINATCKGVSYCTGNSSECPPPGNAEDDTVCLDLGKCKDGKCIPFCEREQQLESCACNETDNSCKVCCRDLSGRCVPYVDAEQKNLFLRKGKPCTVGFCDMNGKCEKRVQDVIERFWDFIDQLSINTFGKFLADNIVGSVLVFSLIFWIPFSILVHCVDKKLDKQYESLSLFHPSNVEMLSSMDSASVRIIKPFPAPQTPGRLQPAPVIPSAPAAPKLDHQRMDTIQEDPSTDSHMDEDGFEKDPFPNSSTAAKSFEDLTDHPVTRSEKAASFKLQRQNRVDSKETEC
ADAM10 inh – inhibitors of human ADAM10; O14672; recombinant ADAM10, EDANS/DABCYL FRET peptide cleavage, 3 h; inhibition, % at 7 µM; 370,000 tested, 0.62% active; AID 720582;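 active = inhibition above a per-campaign cutoff equal to the mean of compounds falling between control-based bounds plus 3 SD, cut at about 20% in these data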;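 note: 0% = DMSO wells while the 100% control is not disclosed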
hgDAF12 agonist – activates the H. glycines DAF-12 receptor ligand-binding domain. 370,000 tested, 1.8% active. HEK293 GAL4-hgDAF12 UAS-luciferase reporter, agonist luminescence; normalized to butyrate control. activation, % at 6.8 µM;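 active = activation above a cutoff set at the mean of all screened compounds plus 3 SD, cut at about 10% in these data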;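 note: 0% = DMSO wells and 100% = sodium butyrate wells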
Starred values were filed as active, the others as inactive; i = inactive; / = not tested or not shown.

Every second line gives: HGIII-sPLA2 inh	DAX1 inh-1	FXN GAA850 act	PLC-beta3 inh	hcDAF-12 act	DAX1 inh-2	ssDAF12 agonist	PLC-gamma1 inh	ADAM17 inh	ADAM10 inh	hgDAF12 agonist
COc1cc(-c2noc(CCCC(=O)Nc3cccnc3)n2)cc(OC)c1OC
 : 0	-0.3	-0.5	-3	-1.6	3.3	-1.8	1	-2	-6	-1.5
Cc1nn(-c2ccccc2)c(NC(=O)C(C)C)c(-c2ccccc2)c1=O
 : 18	0.6	1.8	-8	1.5	/	-1.6	1	-3	-4	-1.3
O=C(Nc1ccc(S(=O)(=O)Nc2ncccn2)cc1)c1ccc(Br)s1
 : 1	-0.3	2.5	-4	-1.3	0.2	-1.3	11*	-2	-2	3.4
CC(=O)O[C@@]1(C)C[C@@H](O)[C@]2(O)C=CO[C@@H](O[C@@H]3O[C@H](CO)[C@@H](O)[C@H](O)[C@H]3O)[C@@H]21
 : 7	-0.2	-0.3	-4	-1.0	2.2	-1.2	-1	-6	-10	1.6
COc1cc(/C=C(\C(=O)O)c2ccc(S(=O)(=O)N3CCCC3)s2)ccc1OCCC(C)C
 : -48	-1.6	0.0	-134	-0.6	0.8	-0.9	-91	-22	-66	-0.7
Cc1ccccc1NC(=O)C1C2C=CC(C3CC23)C1C(=O)O (stereo unspecified)
 : 6	-0.8	2.3	3	-1.9	-0.6	-0.7	1	-4	-10	0.9
COc1ccc(Nc2ccc(S(=O)(=O)N3CCCCC3)cc2[N+](=O)[O-])cc1Cl
 : 6	0.4	1.6	-1	-0.2	-0.6	-0.7	0	-1	-9	-1.1
Cc1ccc(C(=O)COC(=O)CNC(=O)c2ccc(Br)o2)cc1[N+](=O)[O-]
 : -5	0.2	0.8	-26	-1.7	0.8	-1.2	4	0	5	-0.6
Cc1cc(C=C2C(=O)CCCC2=O)c(C)n1-c1ccccc1
 : -2	-0.4	-1.0	-15	-3.3	0.1	-2.1	-12	0	-3	-1.1
CCCCNC(=O)CSc1nc2ccsc2c(=O)n1CCCC(=O)NCCc1ccc(S(N)(=O)=O)cc1
 : -2	0.8	0.9	-3	0.0	6.1*	-1.8	2	1	-1	2.8
CCOc1ccc(CCNC(=O)c2ccc(CS(=O)Cc3ccccc3Cl)o2)cc1 (stereo unspecified)
 : -5	-3.5	1.1	-10	-0.6	0.0	-1.6	0	-4	-7	0.2
COc1ccc(CN2CCN(CCCc3ccccc3)C(CCO)C2)cc1OC (stereo unspecified)
 : -2	-0.1	0.0	-4	1.6	1.7	-0.8	0	0	-2	-1.8
COc1cc([N+](=O)[O-])cc2sc(NC(C)=O)nc12
 : -2	-0.2	1.0	-10	-0.3	3.4	-1.5	4	5	7	3.9
CC1Nc2ncnc(N3CCN(c4ccccc4)CC3)c2N(Cc2ccc(Cl)cc2)C1=O (stereo unspecified)
 : -9	-0.6	1.2	1	-2.6	-0.7	-1.4	2	3	15	-2.8
COC(=O)C1=CNC=C(C(=O)OC)C1c1ccc(C(=O)OC)cc1
 : -1	-0.3	7.4	i	-1.4	0.6	-1.4	-452	-432	i	-0.1
N#CCCN1CCN(S(=O)(=O)c2ccc(S(=O)(=O)N3CCCCCC3)cc2)CC1
 : 3	-1.1	0.6	-1	3.1	1.5	-1.2	1	-2	-15	1.7
COC(=O)c1ccc(Oc2nc(SC)nc(N(C)C)n2)cc1
 : 4	0.1	0.9	-7	-2.5	/	-1.2	1	-5	-8	-2.4
COc1cccc(CC2(CO)CCN(Cc3ccc4cccc(F)c4n3)CC2)c1
 : -7	-0.4	1.6	-17	1.5	-0.5	-0.8	-7	-6	-4	-3.1
COc1ccc(N2CC(C(=O)N[C@@H](C)C(=O)N3CCCCC3)CC2=O)cc1 (stereo partly specified)
 : 9	-0.7	0.3	-7	-1.7	0.4	-1.3	-3	-2	-1	-0.3
O=C(CCc1nc2ccccc2c(=O)[nH]1)Nc1cc(C(F)(F)F)ccc1N1CCCC1
 : 11	-0.4	-0.7	-14	0.7	-0.1	-1.2	-18	-2	-6	-0.1
CCN(CC)c1ncnc2c1ncn2[C@H]1CN(Cc2cccs2)C[C@@H](CO)O1
 : 7	0.4	0.5	-6	-1.7	/	-1.4	2	-5	-3	-3.2
COc1ccc(S(=O)(=O)N2CCN(CCO)CC2)cc1-c1nnc2c3ccccc3c(C)nn12
 : -5	1.0	1.9	-4	-1.2	0.4	-1.5	-5	0	-9	0.1
Cc1cc(NC(=O)CSc2ccc3nnc(CCNS(=O)(=O)c4ccccc4)n3n2)no1
 : -3	-0.5	0.0	-1	0.2	0.2	-1.2	-4	-2	-11	0.2
Cc1ccc(N(C(=O)C(F)(F)F)C(C(=O)NC2CCCCC2)c2cccs2)cc1C (stereo unspecified)
 : 2	0.2	0.6	-1	-1.9	0.6	-1.6	0	-4	-9	0.4
O=C(C1CCCN1S(=O)(=O)c1ccc(Br)cc1)N1CCOCC1 (stereo unspecified)
 : 4	0.0	1.5	1	-0.5	-0.6	-1.0	0	-1	3	0.2
Cc1cc(C)nc(N2CCC(C(=O)Nc3nnc(C)s3)CC2)n1
 : 7	0.5	-0.7	3	-0.3	0.0	-1.4	2	-1	4	1.6
COc1ccc(CCNC(=O)c2ccc(Cl)c(S(=O)(=O)N(C)c3ccccc3)c2)cc1
 : -19	-1.6	-1.6	-1	-4.9	-3.3	-2.7	1	7	13	-5.9
C=CCN1C(=O)CS/C1=C(\C#N)S(=O)(=O)c1ccc(C)cc1
 : -19	0.5	0.4	-28	-1.2	0.5	-2.0	-24	-4	5	-1.5
NC(=O)COC(=O)c1sc2cc(F)ccc2c1Cl
 : 14	-0.1	1.6	-8	1.2	-0.4	-1.2	8	-6	-4	-0.2
O=C(Nc1ccc2c(c1)OCCO2)C1c2ccccc2OCC(=O)N1CCCN1CCOCC1 (stereo unspecified)
 : 13	-0.1	/	-4	-0.8	/	-1.0	-3	-6	-8	-0.4
CCSc1nc(N)nc2c1ncn2C1OC(CO)C(O)C1O (stereo unspecified)
 : 10	-0.3	0.6	-1	-1.6	1.5	-1.3	-1	-7	-14	2.8
O/N=C1\CCc2cc(Cl)ccc21
 : 6	-0.5	-0.8	-1	1.2	1.8	-1.2	2	-3	5	3.1
O=S(=O)(N[C@H]1CCCC[C@@H]1N1CCOCC1)c1ccc(Cl)cc1
 : -4	/	/	0	0.2	/	-1.2	3	-3	-2	1.1
Cc1ccc(C(=O)N2CCCC(c3nc4c(nnn4Cc4ccccc4)c(=O)[nH]3)C2)cc1 (stereo unspecified)
 : -28	-0.1	-0.1	-8	0.2	-0.5	-1.5	4	2	0	-2.7
CCOc1ccc(-c2nc(CSCC(=O)NCCN3CCOCC3)c(C)o2)cc1
 : -3	-0.7	-3.2	3	-2.6	-0.5	-1.8	3	-3	0	-0.8
Cc1nc(NCCN2CCOCC2)c2nnn(Cc3c(F)cccc3Cl)c2n1
 : 4	-0.6	-0.7	2	-0.2	0.4	-1.2	1	2	-4	-0.7
CC(C)OC(=O)CSc1nnc(C2CCCCC2)n1N
 : 0	0.2	2.2	-2	0.7	/	-0.2	2	-1	-2	0.9
O=S(=O)(c1ccc(F)c(F)c1)N1CCN(S(=O)(=O)c2cccs2)CC1
 : 4	-0.7	1.7	-7	-1.1	0.2	-1.3	4	1	0	-1.6
CCOC(=O)c1cn(CC)c2cc(N3CCCCC3)c(F)cc2c1=O
 : -3	0.3	1.9	-48	-4.4	0.2	-1.4	-40	-11	-30	1.0
Cc1cccc(NC(=O)C2CCCN(C(=O)Nc3ccc(F)cc3)C2)c1C (stereo unspecified)
 : -1	0.1	1.2	-1	-0.7	-1.9	-0.8	5	-2	8	-0.3
CCOC(=O)N1CCN(C(=O)COc2ccc(S(=O)(=O)NCc3ccccc3)cc2)CC1
 : -6	-1.3	3.2	1	-0.9	-0.1	-1.6	5	1	-2	-2.0
Cc1cc(C)n2c(Nc3ccc4c(c3)OCCO4)c(-c3cc4ccccc4o3)nc2n1
 : 18	-4.8	/	-237	-4.1	/	-2.6	-172	-6	-21	-10
CCC(=O)N[C@@H]1C[C@@H]2O[C@@H](CO)CC[C@@H]2O[C@@H]1CCc1ccc(-c2cccc(OC)c2)cc1
 : -13	-1.4	/	4	-1.1	/	-1.5	2	2	-2	-4.4
COC(=O)CC(c1ccc(C#N)cc1)n1c(C)ccc1C (stereo unspecified)
 : -4	0.3	1.5	-5	0.4	-0.3	-1.7	1	-5	-2	-3.0
CCOC(=O)c1[nH]c2ccccc2c1NC(=O)c1cc(OC)c(OC)c(OC)c1
 : -15	-1.2	-2.6	-20	-0.5	0.4	-1.3	-14	1	3	-2.1
Fc1ccc(CNC(=S)Nc2ccccc2F)cc1
 : 9	-0.4	1.1	-1	-0.6	0.5	-1.6	-3	0	-6	0.3
Cc1cccc(N2CCN(C(=O)c3cccc(S(=O)(=O)N4CCCCC4)c3)CC2)c1C
 : -1	-0.8	1.8	3	-0.6	-0.3	-1.1	0	-1	0	-2.9
O=C(/C=C/[C@H]1O[C@@H](n2ccc(=O)[nH]c2=O)[C@H](O)[C@@H]1O)NCCc1c[nH]c2ccccc12
 : 5	0.3	/	-3	-1.0	/	-0.6	-3	-8	-18	0.7
CCc1ccc(CN(C(=O)c2oc3ccccc3c2C)C2CCS(=O)(=O)C2)cc1 (stereo unspecified)
 : -12	-2.5	-1.1	3	-0.5	0.6	-0.8	2	3	5	-1.3
COc1cc(C(c2sc3ncnn3c2O)N2CCN(c3ccccc3F)CC2)cc(OC)c1OC (stereo unspecified)
 : -41	0.9	0.0	4	0.8	-0.3	-0.8	-2	3	10	1.4

More structures:
Every second line gives: HGIII-sPLA2 inh	DAX1 inh-1	FXN GAA850 act	PLC-beta3 inh	hcDAF-12 act	DAX1 inh-2	ssDAF12 agonist	PLC-gamma1 inh	ADAM17 inh	ADAM10 inh	hgDAF12 agonist
COc1ccc(OCC(=O)Nc2ccc3c(c2)C(=O)NC3=O)cc1
 : 2	-0.8	1.4	-29	1.7	1.4	-1.3	-9	0	-26	-0.4
CCCCOc1ccc(-c2nc(/C=N/c3nccs3)c(O)o2)cc1
 : 8	0.2	0.9	-1	-2.0	0.1	-0.4	-2	-5	-5	0.4
Cc1cccc(N2CCN(C(=O)C34CC5CC(CC(C5)C3)C4)CC2)c1C
 : 8	-0.5	1.7	-1	-1.3	0.6	-0.3	-4	-4	3	0.5
COc1cc(C(=S)N2CCOCC2)ccc1OC(=O)/C=C/c1ccco1
 : 4	0.3	-0.9	-3	-0.6	0.2	-0.9	1	4	2	-0.5
CC(C)(CNCC(O)c1ccccc1)N1CCOCC1 (stereo unspecified)
 : 2	0.4	4.1	1	-0.8	-0.1	-1.3	3	-3	-3	2.2
O=C(CNC(=O)c1cccs1)OCC(=O)c1ccc(Cl)cc1
 : -4	0.0	-0.1	5	-1.4	-0.8	12*	3	0	4	-0.8
COc1ccc(C(C)(NC(C)=O)c2nc(-c3ccc(F)c(Cl)c3)cs2)cc1 (stereo unspecified)
 : -23	-0.1	0.0	-6	-1.8	/	-1.2	-3	6	6	1.9
Cc1cc(C)nc(SCC2COc3ccccc3O2)n1 (stereo unspecified)
 : 3	0.6	4.5	7	0.3	0.0	-0.8	5	7	10	7.2
